ALOX12 inh: inhibitors of human 12S-lipoxygenase ALOX12. P18054. purified 12hLO, xylenol orange hydroperoxide absorbance. Potency, µM (top dose mostly 108 µM), without a hit: top-dose activity change, negative = inhibition, usual class: inhibitors. 580,000 compounds, 1.1% hits; active means well fitted inhibition curve with a large enough effect; inconclusive means small, poorly fitted or top-dose-only effect, or another doubt; inactive means no such curve, though single readings can be large or run the other way
Target sequence (P18054 whole entry, looked up): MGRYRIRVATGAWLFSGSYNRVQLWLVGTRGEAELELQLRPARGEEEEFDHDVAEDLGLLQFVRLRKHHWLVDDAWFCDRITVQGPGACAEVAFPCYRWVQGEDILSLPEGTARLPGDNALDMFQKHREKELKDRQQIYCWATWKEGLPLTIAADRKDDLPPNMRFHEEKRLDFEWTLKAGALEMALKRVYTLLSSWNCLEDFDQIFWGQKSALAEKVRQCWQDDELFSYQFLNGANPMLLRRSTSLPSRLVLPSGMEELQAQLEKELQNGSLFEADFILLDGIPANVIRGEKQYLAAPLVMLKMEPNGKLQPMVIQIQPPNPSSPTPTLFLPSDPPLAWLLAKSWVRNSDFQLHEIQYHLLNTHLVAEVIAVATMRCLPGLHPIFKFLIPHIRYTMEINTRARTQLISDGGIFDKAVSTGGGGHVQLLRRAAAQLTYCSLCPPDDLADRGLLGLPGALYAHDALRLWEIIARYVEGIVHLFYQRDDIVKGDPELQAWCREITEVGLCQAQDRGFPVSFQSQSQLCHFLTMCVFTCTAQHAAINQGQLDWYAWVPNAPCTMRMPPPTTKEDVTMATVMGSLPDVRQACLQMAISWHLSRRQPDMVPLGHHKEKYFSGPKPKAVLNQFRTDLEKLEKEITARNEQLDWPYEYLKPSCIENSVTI
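Hydroperoxide product was detected by ferrous iron/xylenol orange as the 573 to 405 nm absorbance ratio. Arachidonic acid at 40 uM (final) was turned over for 30 min at room temperature by 150 nM human 12hLO, pH 7.0 Hepes buffer, after 15 min compound preincubation.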
* = called active by the depositor; ? = inconclusive; [ ] = another dose, or the depositor's remark. On the % scale 0 is the no-effect control and ±100 the full control effect; potency means the concentration at half of the fitted maximal effect. Only part of the results is shown. The share of hits here may be higher or lower than overall.

nr	Structure	ALOX12 inh
1	COc1cc(C(=O)N2CCC[C@H]2c2nc(-c3ccc(F)cc3)no2)cc(OC)c1OC	-3%
2	Cc1ccc(C(=O)N2CCn3c(nn(-c4cccc(Cl)c4)c3=O)C2)cc1	3%[6.33 µM]
3	CSc1ccccc1C(=O)N1CCN(C(C)=O)CC(O)C1 (stereo unspecified)	34%[activator]
4	N[C@@H](CCC(=O)N[C@@H](CS)C(=O)NCC(=O)O)C(=O)O	-3%[12.5 µM]
5	O=C(O)Cn1cc(C(C(=O)O)N2CCN(Cc3ccncc3)CC2)c2cc(Br)ccc21 (stereo unspecified)	10%
6	COCCCNC(=O)CCn1ccc2cc(S(=O)(=O)N3CCCCC3)ccc21	-21%
7	Cc1ccc(OCCN2CCC3(CC2)C(C(=O)O)CC(=O)N3C)c(C)c1 (stereo unspecified)	-16%
8	CC(C)Cn1nc(C(=O)N2CCCC(c3nc4ccccc4s3)C2)c2ccccc2c1=O (stereo unspecified)	?

Three of the entries above in order of their number in ALOX12 inh, rising:
nr	Structure	ALOX12 inh
6	COCCCNC(=O)CCn1ccc2cc(S(=O)(=O)N3CCCCC3)ccc21	-21%
7	Cc1ccc(OCCN2CCC3(CC2)C(C(=O)O)CC(=O)N3C)c(C)c1 (stereo unspecified)	-16%
5	O=C(O)Cn1cc(C(C(=O)O)N2CCN(Cc3ccncc3)CC2)c2cc(Br)ccc21 (stereo unspecified)	10%

(listing goes on)
nr	Structure	ALOX12 inh
9	CON(C)C(=O)c1ccc2noc(-c3ccccc3)c2c1	-8%
10	CCOc1cc(C)c(C(C)C)cc1S(=O)(=O)N(CC)CC	39%[activator]
11	CCn1cnnc1CCNC(=O)c1cc(=O)n(C)c(=O)n1C	5%
12	CC(C)(C)c1cccc(CN2CCC3(CCNCC3)C2)c1O	17%
13	COC(=O)c1c(COc2ccc(C)nc2[N+](=O)[O-])nc2ccccc2c1C	?
14	O=C1CCC[C@H]2[C@@H](Cc3ccccc3)[C@H](NCC3CCCCC3)CC[C@]23CCCN13	1%
15	CNC(=O)[C@@H](Cc1ccccc1)N1CCC[C@H]1C(=O)NCC1CC1	?
16	Cc1cc(F)ccc1NC(=S)NCc1ccccc1	-14%

Some of the entries so far, with each value named.
9: CON(C)C(=O)c1ccc2noc(-c3ccccc3)c2c1
  ALOX12 inh: -8%

10: CCOc1cc(C)c(C(C)C)cc1S(=O)(=O)N(CC)CC
  ALOX12 inh: 39%[activator]

11: CCn1cnnc1CCNC(=O)c1cc(=O)n(C)c(=O)n1C
  ALOX12 inh: 5%

12: CC(C)(C)c1cccc(CN2CCC3(CCNCC3)C2)c1O
  ALOX12 inh: 17%

Further compounds.
nr	Structure	ALOX12 inh
17	CC(Oc1ccc(F)cc1)C(=O)NC1(C#N)CCCCC1 (stereo unspecified)	-29%
18	COc1cc(Cl)ccc1C(=O)N1CCN(C(=O)c2nnn3c2COC(c2ccccc2)C3)CC1 (stereo unspecified)	18%
19	c1ccc(OCc2noc(CN3CCN(C(c4ccccc4)c4ccccc4)CC3)n2)cc1	30%
20	CC(C)(C)NS(=O)(=O)c1ccc(NC(=O)COc2ccc(Br)cc2)cc1	-18%
21	O=C(Nc1ccc2[nH]ccc2c1)C1=NO[C@@H]2CN(c3ccccc3)C[C@H]12	8%[176 µM]
22	CCCCN1C(=O)CC[C@H]2CN(C(=O)Cc3cnccn3)CC[C@H]21	26%
23	O=C(c1ccc(F)cc1)[C@@H]1[C@H]2C(=O)[C@@H]3OC[C@@H](O3)[C@@H]12	65%[activator]
24	COc1ccccc1-c1ccc2ncc(Nc3cccnc3OC)n2n1	14%[176 µM]
25	O=C(C1COc2cc(S(=O)(=O)NCCc3ccc(Cl)cc3)ccc2O1)N1CCCCC1 (stereo unspecified)	-44%
26	Cc1c(C(=O)NCC2CCCN(C)C2)cnn1-c1nccc(-c2ccco2)n1 (stereo unspecified)	1%
27	O=C(Nc1cccnc1)[C@@H]1C[C@H](c2ccc(F)cc2)N(Cc2ccccc2Cl)C1	?
28	COc1cccc(C2Cn3nnc(-c4nc(-c5cccc(C(F)(F)F)c5)no4)c3CO2)c1 (stereo unspecified)	36%
29	CCc1ccc(NC(=S)NCC(C)(C)N2CCOCC2)cc1	1%
30	CC(=O)Nc1ccc(-c2csc(Nc3cc(C)ccc3C)n2)cc1	?
31	O=C(CSc1nc(-c2cccs2)nc2ccccc12)N1CCCCC1	-41%
32	CCOc1ccccc1C(=O)Nc1ccccc1C(C)CC (stereo unspecified)	4%
33	COc1ccc(-c2ccccc2NC(=O)C2CCCN(Cc3ccc(O)c(OC)c3)C2)cc1 (stereo unspecified)	19%
34	O=C(c1ccccc1Cl)N1CCCC(c2nn(-c3ccc(F)cc3)c(=O)[nH]2)C1 (stereo unspecified)	-5%
35	Cc1ccc(CNC(=O)c2cccc(-c3ccc(S(=O)(=O)N4CCCCC4)cc3)c2)cc1	-21%
36	COC(=O)c1cccc(NC(=O)c2cc(=O)c3cc(C)ccc3o2)c1	-3%
37	COCCn1c(SC(C)c2nc(C(C)(C)C)no2)nc2sc(C)c(C)c2c1=O (stereo unspecified)	-1%
38	O=C1CCCC2=C1C(c1ccccc1)C=C1c3cc4c(cc3CCN12)OCCCO4 (stereo unspecified)	61%[activator]
39	Cc1cccc(NC(=O)c2nc3ccccc3nc2N2CCOCC2)c1C	?
40	COc1ccccc1C(=O)N1CCCCCC1CN1CCOCC1 (stereo unspecified)	19%
41	CC(=O)NCCNC(=O)c1nnc2n1CCN(C(=O)COc1ccccc1)C2	-13%
42	CC1=C[C@@H](CNC(=O)COc2ccccc2)[C@H](C(C)C)C[C@H]1CC(=O)NCCN(C)C	-2%[176 µM]
43	CN1C(=O)CC(C(=O)O)C12CCN(Cc1nc(C(=O)O)co1)CC2 (stereo unspecified)	?
44	Cc1ncsc1CN1CCn2c(nnc2[C@@H]2C[C@@H](O)CN2Cc2cccnc2)C1	29%
45	O[C@H]1[C@H](NCc2cccc(C(F)(F)F)c2)[C@@H](c2cccnc2)C[C@H]1O	53%[activator][176 µM]
46	COc1ccc(NC(=O)COc2ccccc2)c2cccnc12	?
47	O=S(=O)(Nc1nc2ccccc2nc1Nc1cccc(F)c1)c1cccc(Cl)c1	?
48	O=C1NCc2ccccc2CC12CCN(Cc1ccccc1C(F)(F)F)C2 (stereo unspecified)	4%[6.33 µM]

Some values from the entries so far:
entry 44 in ALOX12 inh shows 29%
entry 41 in ALOX12 inh shows -13%

Later entries:
nr	Structure	ALOX12 inh
49	CC(C)c1ccc(C(=O)N2CCC(OC3CCN(C)CC3)CC2)cc1	52%[activator]
50	O/N=C/c1ccc(Cl)cc1	-28%
51	COC(=O)[C@H](CCCN=C(N)N)NC(=O)CCCc1c(-c2ccccc2)[nH]c2c(F)cc(F)cc12	?
52	O=C(NC1CCN(CCCc2nc3ccccc3o2)CC1)C1CCCCC1	-5%
53	O=C(c1cc2c(s1)CCC2)N1CCN(S(=O)(=O)c2ccccc2)CC1	-1%
54	COc1ncc(-c2cccc(COc3ccc4c(cnn4CC[S+](C)(=O)[O-])c3)c2)cn1	-29%[176 µM]
55	Cc1ccc(C2=NC3(CCN(C(=O)Cc4ccccc4C)CC3)ON2)cc1	6%
56	O=C(c1cccs1)C1CCCN(C(=O)COc2ccc(F)cc2F)C1 (stereo unspecified)	14%
57	CCCCCn1nc(C(=O)OCC(=O)NC(C)c2ccccc2)c2ccccc2c1=O (stereo unspecified)	-16%
58	CCCc1noc(-c2cn(C3CCN(C(=O)c4cccc(C#N)c4)CC3)nn2)n1	2%
59	O=C(C1CC(=O)N(c2n[nH]c3cccc(F)c23)C1)N1CCN(c2ccccc2)CC1 (stereo unspecified)	48%[activator]
60	O=C(c1ccncc1)N1CC2CC(C1)[C@H]1CCCC(=O)N1C2 (stereo partly specified)	11%
61	Oc1ccc(-c2nc(-c3ccc4c(c3)OCCCO4)cs2)cc1	?
62	NC(=O)c1ccc(NC(=O)Cn2nc3c(cc2=O)CCCC3)cc1	27%
63	Cc1nc(-c2cccc(N3CC(C(=O)NC4CCCCCC4)CC3=O)c2)no1 (stereo unspecified)	64%[activator]
64	Cc1occc(=O)c1OCc1noc(C(=O)NCc2ccccc2Cl)n1	3%
65	N#Cc1ccccc1Sc1ccccc1C(=O)NC1CCCc2ccccc21 (stereo unspecified)	15%
66	CCCC(=O)Nc1ccc(S(=O)(=O)NCCn2nc(-c3ccc(F)cc3)ccc2=O)cc1	-40%
67	CCc1cn[nH]c1C1CCCN(C(=O)c2oc3cc(C)ccc3c2C)C1 (stereo unspecified)	13%
68	CC1(C)C(=O)Nc2ccc(S(=O)(=O)N3CCC(c4noc(-c5ccccn5)n4)C3)cc21 (stereo unspecified)	37%[activator]
69	COc1ccc(OC)c(-c2ccnc(-n3ncc(C(=O)N(C)CCO)c3C3CC3)n2)c1	-4%
70	O=C(c1ccccc1)N1CCn2c(nnc2-c2ccc(Cl)cc2)C1	2%[6.33 µM]
71	Cn1cc(-c2nc3cnc(Oc4ccccc4)nc3n(CCC#N)c2=O)c2ccccc21	0%
72	COc1ccc2oc(=O)c(C(=O)N(C)C3CCCCC3)cc2c1	33%
73	Cc1ccc(-c2csc(=S)n2CC(=O)O)cc1	?
74	COc1ccc(-c2cc(-c3ccncc3)c3cncn3c2)cn1	28%[176 µM]
75	CC(C)C(=O)N1CCN(c2nc3c(s2)CC(C(=O)Nc2ccc(Cl)cc2)CC3)CC1 (stereo unspecified)	32µM*
76	COCCN1C(=O)CSCC1(C)C(=O)Nc1ccc2c(c1)OCCO2 (stereo unspecified)	2%
77	C[C@@H](c1ccccc1)N1C(=O)[C@@H]2CN(C(=O)c3ccco3)CCN2C1=O	17%[176 µM]
78	CC(NC(=O)Cc1cccn1-c1cccc(Cl)c1)c1cccnc1 (stereo unspecified)	12%
79	O=C(Nc1cccc(C(F)(F)F)c1)c1cc(N2CCCCS2(=O)=O)ccc1Cl	0%
80	O=c1ccc(NS(=O)(=O)c2ccccc2)c2n1C[C@H]1C[C@@H]2CN(S(=O)(=O)c2ccccc2)C1	?
81	CCc1cccc2c(C(CC(=O)NCC(C)C)c3cccc(OC)c3)c[nH]c12 (stereo unspecified)	28%
82	CN(Cc1ccc(C(=O)NCC(F)(F)F)cc1)C(=O)/C=C/c1ccccc1	-26%
83	CC(=O)N1CCC(N2C[C@@H]3OCC(=O)N[C@@H]3C2)CC1	3%[176 µM]
84	O=C(c1ccncc1)N1CCC2(CC1)CN(c1ccccc1)C2	-24%[57.4 µM]
85	CCCCCCCCCCC(=O)Nc1c(CC)cccc1CC	10%
86	Cc1cccc(NC(=O)c2nccnc2N)n1	-7%
87	CNC(=O)[C@@H]1CN(Cc2ccc(Cl)cc2F)C[C@H]1CO	12%
88	COc1cccc(C2CC(=O)Nc3nc(N)sc32)c1OC(C)C (stereo unspecified)	?
89	CC(=O)Nc1ccc(CNC(=O)CNC2CCN(S(C)(=O)=O)CC2)cc1	-2%
90	CCC(C(=O)NC(C)C)c1ccccc1 (stereo unspecified)	2%
91	CCc1cccc(CC)c1NC(=O)CCn1cnc2c1c(=O)n(C)c(=O)n2C	-26%
92	CCc1ccc2oc(-c3cccc(NC(=O)c4cc(OC)c(OC)c(OC)c4)c3)nc2c1	-41%
93	COc1ccc(OCCOC(=O)COc2ccc3ccccc3c2)cc1	-27%
94	CCOc1ccc2c(n1)CCN(C(=O)NCC(C)C)C2	41%[activator]
95	CC(C)(C)c1cc(C(=O)Nc2cccc(C(=O)O)c2)cc(C(C)(C)C)c1	-1%
96	CC(C)c1noc(-c2cn(C3CCCN(C(=O)c4cccc5[nH]ccc45)C3)nn2)n1 (stereo unspecified)	12%
97	C=CCc1cc(CNC)cc(OC)c1OCC	5%
98	CNc1ncncc1-c1c(C)noc1C	?
99	C[C@@]1(C(=O)Nc2ccc(F)nc2)CCCN1c1nc(Nc2cc(C3CC3)[nH]n2)c2cccn2n1	-18%[57.4 µM]
100	CCCc1noc(-c2cccn3c(CNC(=O)c4ccc(C)cc4)nnc23)n1	90%[activator]
101	CCCN1CCC2(Cc3ccccc3CN([S+](=O)([O-])c3ccccc3)C2)C1 (stereo unspecified)	10%[6.33 µM]
102	CN1C(=O)C2(CCN(Cc3cccc4ccccc34)C2)c2ccccc21 (stereo unspecified)	-10%[176 µM]
103	CC(=O)Nc1cccc(OCc2nc3c(n2Cc2ccccc2)C(=O)N(Cc2ccccc2F)CCN3)c1	17%
104	CN(C)S(=O)(=O)N1CCCN(S(=O)(=O)c2ccccc2)CCC(=O)NCC1	-1%

(next part)
nr	Structure	ALOX12 inh
105	CCc1ccc(C(=O)COC(=O)Cc2cccc3ccccc23)cc1	8%
106	C1CCC(CNCCN2CCNCC2)CC1	-3%
107	Cc1cc(C(=O)N2CCCC3(COc4ccccc4S(=O)(=O)N3)C2)no1 (stereo unspecified)	1%[6.33 µM]
108	O=C(CCC(=O)c1ccc2c(c1)OCCCO2)NC1CCCCCC1	-7%
109	O=c1ccc(S(=O)(=O)N2CCCC2)cn1Cc1ncc(-c2ccc(F)cc2)o1	-20%
110	CCn1nc(C(=O)OCC(=O)c2ccc3c(c2)NC(=O)CO3)c2ccccc2c1=O	2%
111	COc1ccc(C(=O)/C=C/c2c(F)cccc2F)cc1CC(=O)O	?
112	CN(Cc1cccn1C)S(C)(=O)=O	40%[176 µM]
113	CCCc1nnc(C[C@@H]2C[C@@H](C(C)C)[C@H](CN3CCN(C(C)=O)CC3)C=C2C)o1	12%[176 µM]
114	N#Cc1cccc(NC(=S)N[C@H]2CO[C@H]3[C@@H]2OC[C@@H]3n2nnnc2Oc2cccc(N3CCOCC3)c2)c1	28%

Screens deposited in PubChem by National Center for Advancing Translational Sciences (NCATS).
